D1 agonist = human D1 receptor agonism; HEK293 T-REx D1 cells, calcium flux, agonist mode; activation, % at 2 µM; 360,000 tested, 1% active; AID 504660; further: 0% is about no effect
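Tetracycline-induced HEK293 TREx D1 cells, force-coupled to calcium signalling, were dye-loaded with a no-wash calcium kit. Compound was pin-added after a 10 s baseline. Fluorescence was read kinetically at 1 cycle/s for 180 s, with calcium rises flagged as agonism.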
D2 agonist = D2 dopamine receptor (human) agonism; P14416; HEK293 T-REx D2 cells, calcium flux agonist mode; activation, % at 2 µM; 340,000 tested, 0.53% active; AID 485358;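 active means activation over 3 SD above normal in the single-dose calcium agonist read, cut at about 30% in these data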; further: 0% is about no effect
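In this primary screen, compounds producing a positive calcium signal within 180 s of addition to tetracycline-induced, force-coupled HEK293 Trex D2 cells are flagged; cells are dye-loaded with a no-wash calcium kit beforehand.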
TRHR PAM = TRH receptor (human) allosteric enhancement; TRHR cells, fluo-8 calcium fluorescence, EC20 TRH enhancement; enhancement, % at 2 µM; P34981; 360,000 tested, 0.66% active; in the data active means enhancement above about 30%; further: 0% is about no effect
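TRHR-expressing cells loaded with fluo-8 calcium dye were read kinetically (ex 480/em 530) during compound addition, then stimulated with an EC20 of TRH (10 nM final). Enhancement of the Gq-mediated intracellular calcium response was scored.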
D2 antagonist = antagonists of human D2 dopamine receptor; P14416; HEK293 TREx D2 cells, calcium flux, dopamine EC80; inhibition, % at 10 µM; 340,000 tested, 2% active; AID 485344; in the data active means inhibition above about 30%; further: 0% is about no effect
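Measurement of antagonist activity uses fluorescent calcium dye in inducible HEK293 T-REx D2 cells: 10 s baseline, compound addition with 180 s read, EC80 dopamine addition with a further 180 s read.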
D2 potentiator = positively modulates the human D2 dopamine receptor allosterically; P14416; HEK293 T-REx D2, calcium flux, EC20 dopamine potentiation; potentiation, % at 10 µM; 340,000 tested, 0.34% active; AID 485347;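 active means potentiation over 3 SD above the plate norm, cut at about 30% in these data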; further: 0% is about no effect
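Calcium flux readout, no-wash dye, 1 read/s. Inducible HEK293 Trex D2 line, overnight 30 C. Compound alone 180 s (agonist flags), then EC20 dopamine, another 180 s to score potentiation.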
D1 antagonist = blocks dopamine activation of the human D1 receptor; P21728; HEK293 TREx D1 cells, calcium flux, dopamine EC80; hits give low values; activity change, negative = inhibition, % at 10 µM; 360,000 tested, 3.2% active; AID 504652; in the data active means activity change below about -30%; further: on the % scale 0 is the no-effect control and ±100 the full control effect
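Cells carrying a force-coupled, tetracycline-inducible human D1 receptor report calcium flux. Each well gets a 10 s baseline, compound with 180 s monitoring, then an EC80 dopamine stimulus with a second 180 s kinetic read.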
TRHR agonist = activates the human TRH receptor; P34981; TRHR cells, calcium flux fluo-8, FDSS agonist mode; activation, % at 2 µM; 360,000 tested, 0.18% active; AID 493084; further: 0% is about no effect
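Agonist-mode FDSS calcium read (Ex 480/Em 530, 1 s cycles) in 1536-well TRHR cells with fluo-8 dye, after 10-cycle baseline and 23 nL compound addition; TRH at EC20 (10 nM final) added afterwards for the enhancer phase.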
D1 PAM = human D1 dopamine receptor positive modulation. P21728. potentiation, % at 10 µM. 360,000 tested, 0.036% active. HEK293 TREx D1 cells, calcium flux, dopamine EC20 potentiation; in the data active means potentiation above about 30%; further: 0% is about no effect
RXFP1 antagonist = RXFP1 (human) relaxin receptor antagonism; Q9HBX9; HEK293-RXFP1, relaxin-stimulated cAMP HTRF, 30 min; hits give low values; activity change, negative = inhibition, % at 57.5 µM; 350,000 tested, 0.59% active; AID 1259400;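 active means activity change of -60% or lower, but not beyond a set lower limit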; further: on the % scale 0 is the no-effect control and ±100 the full control effect
Target sequence (Q9HBX9 whole entry, looked up): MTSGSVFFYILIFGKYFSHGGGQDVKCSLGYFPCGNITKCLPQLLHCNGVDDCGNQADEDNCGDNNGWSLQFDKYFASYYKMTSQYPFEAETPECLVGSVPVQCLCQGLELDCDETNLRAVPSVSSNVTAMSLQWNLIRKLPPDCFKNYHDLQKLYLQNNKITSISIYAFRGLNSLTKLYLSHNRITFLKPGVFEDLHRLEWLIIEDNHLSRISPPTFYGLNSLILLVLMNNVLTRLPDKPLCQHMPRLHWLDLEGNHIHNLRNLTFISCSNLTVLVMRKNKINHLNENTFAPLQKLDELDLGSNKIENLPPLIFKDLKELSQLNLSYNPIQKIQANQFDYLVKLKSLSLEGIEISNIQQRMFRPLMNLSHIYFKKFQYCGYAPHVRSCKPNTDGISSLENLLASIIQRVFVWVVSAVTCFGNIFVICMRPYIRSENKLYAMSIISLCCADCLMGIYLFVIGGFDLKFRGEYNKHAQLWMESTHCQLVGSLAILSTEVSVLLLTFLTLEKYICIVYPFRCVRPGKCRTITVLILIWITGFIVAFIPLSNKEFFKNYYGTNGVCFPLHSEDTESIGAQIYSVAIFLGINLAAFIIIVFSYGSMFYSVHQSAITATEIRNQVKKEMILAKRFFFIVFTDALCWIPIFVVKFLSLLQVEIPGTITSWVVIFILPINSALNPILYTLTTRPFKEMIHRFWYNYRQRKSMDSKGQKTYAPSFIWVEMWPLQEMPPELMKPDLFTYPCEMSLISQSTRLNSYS
* marks the source's active call; other numbers are inactive results; nt = no result given; & = joins results of further samples. Unless noted, no stated cut-off is given here; in the data, active means activation above about 30%; inactive means the rest.

SMILES	D1 agonist	D2 agonist	TRHR PAM	D2 antagonist	D2 potentiator	D1 antagonist	TRHR agonist	D1 PAM	RXFP1 antagonist
CCCc1nc2n[nH]c(N)c2c2c1COC(C)(C)C2	2.0	-1.3	0.5	-4.1	6.6	30.8	-0.1	1.9	16.0
O=C(COC(=O)Cc1ccc(Cl)cc1)Nc1cc(S(=O)(=O)N2CCOCC2)ccc1N1CCCC1	0.6	0.0	-5.2	-7.2	3.6	-1.0	-0.5	2.6	4.9
Cn1ccnc1CC(O)(c1ccccc1)c1ccccc1	6.9	-0.2	-10.4	5.0	-1.4	6.3	-0.1	2.2	5.0
CCCCN(C(=O)c1cc(S(=O)(=O)N2CCCCCC2)ccc1OC)c1ccccc1	0.3	-1.3	-6.2	-10.5	3.6	2.8	-0.3	1.2	-2.4
C/C=C/CSc1nc2c(c(=O)[nH]c(=O)n2C)n1C(C)C	1.1	-0.2	-4.1	5.6	-0.7	-10.9	-0.8	-4.0	13.8
CN(CC(=O)Nc1ccc(C#N)cc1)Cc1ccc(Cl)cc1Cl	2.6	0.3	0.2	6.7	-3.8	nt	0.5	-3.8	-8.2
O=C(Nc1ccccc1Br)c1ccc(OC(=S)N2CCOCC2)cc1	4.2	0.5	21.4	-0.9	6.4	-8.7	0.2	-0.2	5.3
COc1ccccc1NC(=O)Cn1c(=O)n(C)c(=O)c2sc3c(c21)COC(C)(C)C3	0.5	-0.3	-1.3	31.9*	-5.2	-2.0	-1.0	2.4	-2.9
O=C(OCC(=O)N1CCOCC1)c1ccc(N2CCOCC2)c([N+](=O)[O-])c1	-0.3	-0.3	-14.5	1.5	3.7	-6.6	-0.7	-9.1	10.3
CCCCCCOC(=O)c1ccc(N)cc1	0.1	-0.2	0.8	-7.7	2.2	-9.3	0.9	-1.6	9.3
CC(C)(C)Nc1nc2nonc2nc1NC(C)(C)C	21.2	8.4	-9.2	2.7	2.8	-26.6	3.4	-1.6	-21.0
COc1ccccc1/C=C1\SC(=S)N(CCC(=O)NNC(=O)c2ccccc2OC)C1=O	2.3	-2.6	3.2	-4.4	-5.1	1.2	-1.7	-7.4	0.7
O=Nc1c(O)n(Cc2cccc(Cl)c2)c2ccccc12	-0.5	0.2	-1.0	-3.1	10.8	6.4	-0.1	6.8	-5.2
CC(=O)c1c(C)[nH]c(C(=O)OCC(=O)Nc2cc(S(=O)(=O)N3CCCC3)ccc2Cl)c1C	4.3	nt	-1.0	nt	2.7	16.6	0.3	-3.8	-3.5
Cn1c(=O)[nH]c(=O)c2c1nc(Br)n2CC(O)COc1ccccc1 (configuration not stated)	4.9	0.5	-3.5	27.9	-0.9	2.5	-0.2	10.1	14.6
CCOc1ccc2nc3c(cc2c1)CN(CCCO)C(=NCCOC)S3	0.9	0.0	1.8	0.9	2.6	0.7	-0.1	-6.2	0.3
COc1ccccc1N(C(=O)c1snc(C(N)=O)c1N)C(C(=O)NCCC(C)C)c1ccco1 (configuration not stated)	1.3	-1.6	-4.3	-3.5	-3.4	8.3	0.6	0.6	-14.9
CCOc1ccc(CNC(=O)c2ccccc2NC(=O)c2nsc3ccccc23)cc1	0.9	nt	1.3	nt	15.9	-5.2	-0.2	-0.8	-5.2
COc1ccc(N2CCN(C(=O)CCC(=O)c3cc(C)sc3C)CC2)cc1	0.2	0.8	-3.6	15.7	3.8	7.1	0.1	10.8	-6.3
Nc1c2c(nc3ccc(Br)cc13)N(Cc1ccccc1)CC2	12.6	3.7	1.5	5.2	-2.0	-7.5	6.9	-0.2	15.7
Cc1cc([N+](=O)[O-])ccc1NC(=O)c1cc2ccccc2o1	3.6	-0.6	28.9	6.5	3.9	-26.4	0.1	-0.6	6.8
CCOC(=O)CC1C(=O)NCCN1S(=O)(=O)c1ccc(Cl)cc1 (configuration not stated)	2.8	0.4	-2.5	8.3	1.1	-2.2	-0.4	-1.4	-0.8
CC(=O)NCCc1nc2ccccc2n1CCOc1ccccc1	2.3	-0.1	4.8	5.5	-5.3	5.2	0.3	1.1	18.2
CC(C)CC(=O)NC(=S)Nc1ccccc1C(=O)Nc1ccccc1	-1.5	0.3	0.6	-15.1	-9.9	2.7	-0.1	-2.9	17.5
CCc1ccc(C2CC(=O)c3c([nH]c(C(=O)OC4CCCCCC4)c3C)C2)cc1 (configuration not stated)	3.0	-0.6	1.3	nt	-0.2	-1.3	-1.1	0.8	-10.4
Next compounds follow.
SMILES	D1 agonist	D2 agonist	TRHR PAM	D2 antagonist	D2 potentiator	D1 antagonist	TRHR agonist	D1 PAM	RXFP1 antagonist
CCOC(=O)c1cccc(NS(=O)(=O)c2c(C)[nH]c(=O)[nH]c2=O)c1	2.9	-1.1	-4.7	0.8	-1.3	-4.0	-0.2	-7.2	-6.3
CCC(=O)Nc1nnc(/C=C/c2ccc(OC)cc2)s1	2.3	0.3	6.9	35.4*	10.9	-48.2*	1.0	-0.1	-14.2
O=C(CSc1cn(CCNC(=O)c2cccs2)c2ccccc12)NCC1CCCO1 (configuration not stated)	0.0	0.1	-0.5	-1.2	8.5	-11.6	-0.2	-8.6	4.0
Cc1ccccc1NC(=S)NCc1ccccc1	-0.5	-2.1	-4.6	-5.8	-5.1	-6.7	0.1	-7.9	-12.8
O=C(CO/N=C/c1ccccc1OC(F)F)NC1CCCCC1	0.0	-0.2	-8.4	2.1	1.9	-22.0	-0.1	-7.9	1.4
COc1cccc(-c2nc(N3CCN(Cc4ccccc4)CC3)c3ccccc3n2)c1O	1.4&2.2	0.4&0.4	-6.7&-9.8	2.9&13.8	0.1&2.0	-1.2&3.3	0.2&-0.3	-4.9&3.5	-2.0
CN1C2CCC1/C(=C\c1ccccc1Cl)C(=O)/C2=C\c1ccccc1Cl	0.9	-0.2	-10.1	-7.3	-1.4	3.3	1.5	-13.7	nt
CCOc1cc2[nH]c(=S)n(Cc3ccc(C(=O)NCCN(CC)CC)cc3)c(=O)c2cc1OCC	1.8	-0.2	-1.3	49.7*	-22.2	-2.4	1.2	-5.3	14.0
O=C(N/N=C/c1ccco1)Nc1ccccc1	4.5	1.2	7.4	-6.6	12.2	15.8	0.3	2.6	-0.6
CCS(=O)(=O)Nc1ccc(C2=NN(S(=O)(=O)c3ccc(F)cc3)C(c3ccco3)C2)cc1 (configuration not stated)	2.2	-0.2	11.7	-3.8	-3.8	-2.3	0.1	0.6	-5.0
O=C(NCC1CCCO1)C(=O)N/N=C/c1cccc(Cl)c1 (configuration not stated)	-0.7	1.1	10.9	-6.7	10.1	8.2	-1.1	1.5	-1.3
COc1cc(C(=O)N/N=C(\C)c2ccccn2)cc(OC)c1OC	4.2	-1.1	2.0	4.3	5.6	0.0	0.1	1.1	-11.6
COc1ccc(N(C(C)=O)S(=O)(=O)c2cc(OC)ccc2OC)cc1	2.7	-0.2	-1.7	-11.9	-0.5	1.7	0.3	0.6	-28.9
CC(=O)N1CCN(c2ccc(NC(=O)c3ccc(Br)o3)cc2Cl)CC1	-1.5	-0.4	-3.2	-10.6	-1.3	nt	-0.1	-1.1	-4.7
CC(=O)c1c(N2CCN(Cc3ccccc3)CC2)[nH]c(-c2ccccc2)nc1=S	0.9	1.4	-3.4	72.9*	-21.3	-14.2	0.4	-3.0	-0.8
COC(=O)c1nn(-c2ccccc2)c(Cl)c1/C=N/OCc1ccc(C)cc1	9.5	0.9	-11.1	9.7	-2.9	-2.6	1.2	-2.4	-7.1
CN(Cc1ccsc1)C(=O)Cn1cc(Br)ccc1=O	3.0	0.1	0.3	-4.3	2.5	10.1	0.6	2.3	-5.7
Cc1cccc(NC(=O)c2cccc(N3C(=O)CCC3=O)c2)c1	3.7	0.2	6.0	0.1	17.4	-10.9	0.2	-3.2	-6.6
CCOC(=O)CN1C(=O)/C(=C/c2cccc(Br)c2)Oc2ccccc21	8.0	1.1	-4.8	10.2	-3.5	-1.7	1.2	-11.3	2.0
COc1cccc(OCc2cc(/C=N/NC(=O)c3nc(Cl)c(Cl)c(N)c3Cl)ccc2OC)c1	3.2	0.0	-10.4	-3.7	0.2	-2.3	-0.3	-0.4	-14.8
Cc1csc(N/N=C/c2c(F)cccc2Cl)n1	0.7	nt	-9.3	nt	6.0	-11.2	-0.1	5.8	-11.7
COc1cc(CNCCCO)ccc1OCC(=O)NC(C)(C)C	3.4	0.9	-0.3	-1.1	6.1	9.9	-0.4	3.8	-13.3
O=C(Cc1ccc(Cl)c(Cl)c1)Nc1cccc(S(=O)(=O)N2CCOCC2)c1	13.4	-1.6	-5.0	5.6	6.3	-7.6	0.2	0.3	-4.4
O=C(Cn1nnc2ccccc21)Nc1ccc(Cl)cn1	-2.2	-0.3	-0.2	5.5	3.6	0.7	0.2	-1.9	0.8
Cc1ccc2nsnc2c1NC(=O)Cc1ccc(Cl)cc1	1.5	-0.2	-1.2	2.4	-2.9	12.3	-0.9	3.6	9.0

With a hit mark in D1 antagonist, of those listed so far:
Compound,D1 agonist,TRHR PAM,D2 antagonist,D2 potentiator,D1 antagonist,TRHR agonist,D1 PAM,RXFP1 antagonist
CCC(=O)Nc1nnc(/C=C/c2ccc(OC)cc2)s1,2.3,6.9,35.4*,10.9,-48.2*,1.0,-0.1,-14.2

Some of the entries so far, with two lines to a compound.
Below each compound: D1 agonist, D2 agonist, TRHR PAM, D2 antagonist, D2 potentiator, D1 antagonist, TRHR agonist, D1 PAM, RXFP1 antagonist
- O=C(N/N=C/c1ccco1)Nc1ccccc1
    4.5, 1.2, 7.4, -6.6, 12.2, 15.8, 0.3, 2.6, -0.6
- Cc1cccc(NC(=O)c2cccc(N3C(=O)CCC3=O)c2)c1
    3.7, 0.2, 6.0, 0.1, 17.4, -10.9, 0.2, -3.2, -6.6
- O=C(CSc1cn(CCNC(=O)c2cccs2)c2ccccc12)NCC1CCCO1 (configuration not stated)
    0.0, 0.1, -0.5, -1.2, 8.5, -11.6, -0.2, -8.6, 4.0

Following part:
SMILES	D1 agonist	D2 agonist	TRHR PAM	D2 antagonist	D2 potentiator	D1 antagonist	TRHR agonist	D1 PAM	RXFP1 antagonist
CCOC(=O)c1c(-c2ccc(C)cc2)csc1NC(=O)c1cc(=O)c2cc(Cl)ccc2o1	7.0	-1.1	15.7	nt	15.8	-6.5	-1.1	-3.9	-4.2
COc1ccc(/C=C(\NC(=O)c2ccc(C)cc2)C(=O)Nc2ccc(C(=O)O)cc2)cc1	5.4	-0.3	-3.3	-4.8	8.8	-3.6	-0.8	1.0	-10.8
O=C(Nc1ccc(NC(=O)c2ccccc2O)cc1)Nc1ccc(F)cc1F	1.6	0.7	-6.2	-14.9	6.7	-9.9	0.4	-7.5	-29.3
Clc1ccc(CN2CCN(c3ncccn3)CC2)c(Cl)c1	6.7	75.8*	-4.3	89.8*	-23.9	-37.3*	-1.3	-4.0	-9.0
NC(=O)N/N=C/c1sc(=O)n(-c2ccccc2)c1Cl	2.6	0.6	-1.4	3.4	3.5	4.1	0.7	1.2	0.8
CC(C)CCNC(=O)NC(=O)COC(=O)C1=COCCO1	0.4	-1.4	-5.0	-2.9	-15.2	23.3	0.3	-0.1	-1.8
COc1ccc(-n2c(-c3ccc(Br)cc3)c[n+]3c2CCc2ccccc2-3)cc1	-2.1	-0.6	-2.8	-15.3	-22.1	-10.8	0.8	2.2	-19.8
COc1ccc(NC(=O)CN(C)CC(=O)Nc2ccc(N3CCOCC3)cc2)c([N+](=O)[O-])c1	0.7	nt	-5.3	nt	nt	-6.7	-0.5	-6.0	8.9

Outcome played no part in choosing rows; overall some 7.3% were active at least once.
